Bioassay records as filed in PubChem BioAssay.
PGE2 EP2 inh: blocks the human prostaglandin E2 receptor EP2. P43116. C6 glioma cells expressing human EP2, cAMP TR-FRET; cells stimulated with saturating PGE2. inhibition, % at 25 µM. 0.52% of 260,000 active;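 active = percent inhibition above 40 after rounding to a whole number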;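 note: rat C6 glioma host cells with rolipram phosphodiesterase inhibitor present; the protocol text gives 20 µM as final concentration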
Target sequence (P43116 whole entry, looked up): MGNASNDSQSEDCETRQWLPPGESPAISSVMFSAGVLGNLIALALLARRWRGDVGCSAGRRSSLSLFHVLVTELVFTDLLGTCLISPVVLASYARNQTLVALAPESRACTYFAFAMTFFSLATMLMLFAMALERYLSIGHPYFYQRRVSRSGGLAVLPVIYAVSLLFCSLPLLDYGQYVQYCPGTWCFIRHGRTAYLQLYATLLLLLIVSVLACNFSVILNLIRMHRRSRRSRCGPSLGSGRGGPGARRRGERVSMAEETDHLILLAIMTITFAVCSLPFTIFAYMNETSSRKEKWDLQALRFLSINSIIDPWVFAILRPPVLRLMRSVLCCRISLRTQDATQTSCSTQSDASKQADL
EP2 mod: modulators of human EP2 prostaglandin E2 receptor; 0.83% of 260,000 active; EP2-expressing cells, cAMP HTRF FRET, PGE2 co-stimulation; P43116; induction, % at 25 µM;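 active = compounds whose cAMP rise, as percent of the full-agonist control response, exceeds 60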;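 note: rat C6 glioma line stably carrying human EP2 under a CMV promoter; the protocol text gives 20 µM as final concentration; 100% = response of wells given 1 µM PGE2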
The depositor's hits bear a star. Some of the compounds tested (hit frequency here may not be typical).

The first 18 compounds, to show the layout:
entry | mol | PGE2 EP2 inh | EP2 mod
1 | Cc1[nH]c2ccc(F)cc2c1CC(=O)N(CCN(C)C)Cc1ccc(F)cc1 | 6 | -88
2 | C=Cn1cc(CN2C3CCC2CC(O)(c2ccc(OC)cc2)C3)c(C)n1 (stereo not drawn) | 6 | -17
3 | Fc1ccc2c(c1)nnn2C1CCN(Cc2nnnn2C2CCCC2)CC1 | 8 | -18
4 | Cc1[nH]c(=O)[nH]c(=O)c1CC(=O)N1CCCCC1CN1CCCCC1 (stereo not drawn) | 7 | -13
5 | CNNC | 11 | 44
6 | ClC1=C(Cl)C2(Cl)C3C4C=CC(C4)C3C1(Cl)C2(Cl)Cl (stereo not drawn) | 8 | 22
7 | Cc1nc(-c2ccc(F)cc2)c(CC(=O)N(CCN(C)C)C2CCCCC2)s1 | 3 | -26
8 | CCSC1=NN1c1nc(N)nc(C)c1CC | 8 | 2
9 | c1nc(N2CC2)c2cnn([C@@H]3CCCCO3)c2n1 | 8 | 34
10 | O=c1oc2ccccc2c(O)c1C1c2ncccc2-c2c1c(=O)oc1ccccc21 (stereo not drawn) | 13 | -4
11 | NCC(CP(=O)(O)O)c1ccc(Cl)cc1 (stereo not drawn) | 11 | -1
12 | C[C@]12CC[C@H](O[C@@H]3O[C@H](CO)[C@@H](O)[C@H](O)[C@H]3O)C[C@@H]1CC[C@@H]1[C@@H]2CC[C@]2(C)[C@@H](C3=CCOC3=O)CC[C@@]12O | 53* | -2
13 | O=C1C=CC(=O)C=C1 | 8 | 3
14 | CSc1nc(NC(C)C)nc(NC(C)C)n1 | 13 | 33
15 | NC(CCCCCP(=O)(O)O)C(=O)O (stereo not drawn) | 7 | -8
16 | CC(=O)OC1=CC2=CC[C@H]3[C@@H]4CCC(=O)[C@@]4(C)CC(=O)[C@]3(S)[C@]2(C)CC1 | 63* | -1
17 | O=C(Cn1cc(C=C2C(=O)NC(=O)NC2=O)c2ccccc21)NCC1CCCO1 (stereo not drawn) | 14 | -9
18 | CC1=NN(c2ccccc2)C(=O)[C@H]1N=Nc1ccc([As](=O)(O)O)c(O)c1 | 43* | 46

Main list, from the start:
entry | mol | PGE2 EP2 inh | EP2 mod
1 | Cc1[nH]c2ccc(F)cc2c1CC(=O)N(CCN(C)C)Cc1ccc(F)cc1 | 6 | -88
2 | C=Cn1cc(CN2C3CCC2CC(O)(c2ccc(OC)cc2)C3)c(C)n1 (stereo not drawn) | 6 | -17
3 | Fc1ccc2c(c1)nnn2C1CCN(Cc2nnnn2C2CCCC2)CC1 | 8 | -18
4 | Cc1[nH]c(=O)[nH]c(=O)c1CC(=O)N1CCCCC1CN1CCCCC1 (stereo not drawn) | 7 | -13
5 | CNNC | 11 | 44
6 | ClC1=C(Cl)C2(Cl)C3C4C=CC(C4)C3C1(Cl)C2(Cl)Cl (stereo not drawn) | 8 | 22
7 | Cc1nc(-c2ccc(F)cc2)c(CC(=O)N(CCN(C)C)C2CCCCC2)s1 | 3 | -26
8 | CCSC1=NN1c1nc(N)nc(C)c1CC | 8 | 2
9 | c1nc(N2CC2)c2cnn([C@@H]3CCCCO3)c2n1 | 8 | 34
10 | O=c1oc2ccccc2c(O)c1C1c2ncccc2-c2c1c(=O)oc1ccccc21 (stereo not drawn) | 13 | -4
11 | NCC(CP(=O)(O)O)c1ccc(Cl)cc1 (stereo not drawn) | 11 | -1
12 | C[C@]12CC[C@H](O[C@@H]3O[C@H](CO)[C@@H](O)[C@H](O)[C@H]3O)C[C@@H]1CC[C@@H]1[C@@H]2CC[C@]2(C)[C@@H](C3=CCOC3=O)CC[C@@]12O | 53* | -2
13 | O=C1C=CC(=O)C=C1 | 8 | 3
14 | CSc1nc(NC(C)C)nc(NC(C)C)n1 | 13 | 33
15 | NC(CCCCCP(=O)(O)O)C(=O)O (stereo not drawn) | 7 | -8
16 | CC(=O)OC1=CC2=CC[C@H]3[C@@H]4CCC(=O)[C@@]4(C)CC(=O)[C@]3(S)[C@]2(C)CC1 | 63* | -1
17 | O=C(Cn1cc(C=C2C(=O)NC(=O)NC2=O)c2ccccc21)NCC1CCCO1 (stereo not drawn) | 14 | -9
18 | CC1=NN(c2ccccc2)C(=O)[C@H]1N=Nc1ccc([As](=O)(O)O)c(O)c1 | 43* | 46
19 | O=C(O)C(Oc1nc(=S)[nH]c(=S)[nH]1)(c1ccc(Cl)cc1)c1ccc(Cl)cc1 | 50* | 9
20 | CCOC(=O)c1ncn2c1[C@@H]1CCCN1C(=O)c1cc(OC)ccc1-2 | 7 | 24
21 | C=CCc1cc(CN2C3CCC2CC(O)(c2ccc(OC)cc2)C3)cc(OC)c1OC (stereo not drawn) | 9 | -29
22 | CC(C)(CN1CCCCC1)CN1C2CCC1CC(O)(c1ccccc1F)C2 (stereo not drawn) | 1 | -31
23 | CCCc1ccc(CN2C3CCC2CC(O)(c2nccn2C)C3)s1 (stereo not drawn) | 5 | -1
24 | C#CC1(O)CCC2C3CCC4=CC(=O)CCC4(C)C3CCC21C (stereo not drawn) | 19 | -11
25 | NCC[Se][Se]CCN | 8 | 31

The list goes on:
entry | mol | PGE2 EP2 inh | EP2 mod
26 | c1ccc2c(c1)CCNCC2 | 10 | -23
27 | CC(=O)O[C@H]1CC[C@@]2(C)[C@@H](CC[C@H]3[C@H]2CC(=O)[C@]2(C)[C@@H]3C[C@@H](N3CC3)[C@H]2C(C)=O)C1 | 44* | 37
28 | COc1ccc(C(c2ccc(OC)cc2)C(Cl)(Cl)Cl)cc1 | 6 | 8
29 | CC1=NCCc2c1[nH]c1cc(O)ccc21 | 22 | -9
30 | O=C(CN1C2CCC1CC(O)(c1ccc(F)cc1)C2)Nc1ccc(F)cc1 (stereo not drawn) | 14 | -94
31 | O=C(NC1CC2CCCC(C1)N2)c1ccccc1 (stereo not drawn) | 11 | -3
32 | CC(C)(C)C(=O)c1cn(Cc2ccc(C#N)cc2)c2ccccc12 | 9 | 16
33 | NC(=O)CN1CC(O)CC1=O (stereo not drawn) | 11 | 12
34 | C[C@H]1C[C@@H](O)[C@]2(O)[C@@]13CC(=O)OC[C@@]2(C)[C@](C)(O)C(=O)C3 | 9 | 30
35 | CC(C)CNCCc1ccccn1 | 11 | 1
36 | Cc1ccc(C2=CCN(CC(=O)Nc3nc4c(s3)CCCC4)CC2)o1 | 6 | -80
37 | COc1ccc(/C=C2\C(=O)C3CCN2CC3)cc1OC | 14 | -21
38 | CCNC(C)(C)[C@@H](SS)c1ccc(Br)cc1 | 11 | 15
39 | c1cc(CCN2CCCCC2)ccn1 | 14 | 7
40 | Cc1nc2ccc(Cl)cc2c(=O)n1-c1ccccc1Cl | 9 | -4
41 | Oc1ccc(Cl)cc1 | 11 | 11
42 | CC[n+]1c(-c2ccccc2)c2cc(N)ccc2c2ccc(N)cc21 | 23 | -9
43 | CC1OC(=O)[C@@H](C(C)C)NC(=O)C(C(C)C)OC(=O)[C@H](C(C)C)NC(=O)C(C)OC(=O)[C@@H](C(C)C)NC(=O)C(C(C)C)OC(=O)[C@H](C(C)C)NC(=O)C(C)OC(=O)[C@@H](C(C)C)NC(=O)C(C(C)C)OC(=O)[C@H](C(C)C)NC1=O (stereo partly drawn) | 10 | 12
44 | COc1cc(CCN)ccc1O | 12 | 4
45 | O=NN1CC2CC(C1)c1cccc(=O)n1C2 (stereo not drawn) | 7 | 13
46 | O=[As](O)(O)c1ccc(NCc2ccccc2)cc1 | 11 | 7
47 | O=S(=O)(Nc1nccs1)c1ccc([As](=O)(O)O)cc1 | 12 | 11
48 | Cc1ccc(C2(c3ccc(C)c(O)c3C)CCN(C)CC2)c(C)c1O | 112* | -45
49 | C[C@]12CC[C@H](O)C[C@@H]1CC[C@H]1[C@H]2CC[C@]2(C)[C@@H]1CC[C@H]2C(=O)C[C@H](O)C(F)(F)F | 32 | 19
50 | OC12CCCCC1CN(Cc1ccnc3ccccc13)CC2 (stereo not drawn) | 5 | -30

(next part)
entry | mol | PGE2 EP2 inh | EP2 mod
51 | CC(C)(O)[C@@H]1[C@H]2OC(=O)[C@@H]1[C@]1(O)C[C@H]3O[C@]34C(=O)O[C@H]2[C@]14C | 12 | 17
52 | CC(C)[C@@H](Br)C(=O)NCC(=O)O | 9 | 40
53 | O=C(O)CCC1NCC2CC1CN1CCCCC21 (stereo not drawn) | 14 | 1
54 | CC(c1ccccc1F)n1cc(C(=O)NCC2CC2)nn1 (stereo not drawn) | 9 | -35
55 | NC1(P(=O)(O)O)CCCCC1 | 14 | 12
56 | CCc1cccc(CC)c1N(COC)C(=O)CCl | 9 | 24
57 | COc1ccc(-n2c(/C=C/c3ccccn3)nc3ccccc3c2=O)cc1 | 12 | -1
58 | CCC1=C(C[C@H]2NCCc3cc(OC)c(OC)cc32)C[C@H]2c3ccccc3CCN2C1 | 52* | 21
59 | CCN(CCN(C)C)C(=O)Cc1c(C)[nH]c2ccc(Cl)cc12 | 2 | -51
60 | O=C(O)C1C2CCC(O2)C1C(=O)O (stereo not drawn) | 11 | 12
61 | O=C(Nc1ccccc1O)c1ccc(Cl)c(S(=O)(=O)N2CCCCCC2)c1 | 6 | -80
62 | COc1ccc(CN2C3CCC2CC(O)(c2ccccc2F)C3)cc1CO (stereo not drawn) | 2 | -54
63 | C[C@H]1C(=O)O[C@@H]2CCN3CC=C(COC(=O)[C@](C)(O)[C@]1(C)O)[C@H]23 | 11 | 2
64 | CC(C)N(C(=O)CCl)c1ccccc1 | 10 | 33
65 | CC(C)c1ccc2c(c1O)CC[C@H]1C3=C(CC[C@]21C)C(=O)OC3 | 14 | 17
66 | COC(=O)COc1cc(Cl)c(Cl)cc1Cl | 13 | 18
67 | COc1ccc(OCC(=O)N2CCN(C3CCCCCC3)CC2)cc1 | 7 | -55
68 | C#CCOc1cccc(CN2C3CCC2CC(O)(c2nccn2C)C3)c1 (stereo not drawn) | 2 | 7
69 | CN[C@@H]1[C@@H](O)C(OC2[C@@H](N)C[C@@H](N)[C@H](O[C@H]3O[C@H](C(C)O)[C@@H](O)[C@H](O)[C@H]3N)[C@H]2O)OC[C@]1(C)O (stereo partly drawn) | 13 | 6
70 | COC(C)(C)CCC[C@H](C)C/C=C/C(C)=C/C(=O)OC(C)C | 10 | 18
71 | CC[C@@]1(O)C[C@H](O)c2c(cc3c(c2O)C(=O)c2c(O)ccc(O)c2C3=O)[C@H]1C(=O)OC | 15 | -25
72 | O=c1oc2ccccc2c(O)c1Cc1c(O)c2ccccc2oc1=O | 11 | -7
73 | N[C@@H](Cc1c[nH]c2cc([N+](=O)[O-])ccc12)C(=O)O | 13 | 2
74 | CNC(=O)O/N=C(/C)SC | 15 | 12
75 | COCCc1ncc(CN2C3CCC2CC(O)(c2ccccc2OC)C3)cn1 (stereo not drawn) | 7 | -20

(more compounds)
entry | mol | PGE2 EP2 inh | EP2 mod
76 | COc1cccc(CN2CCN(C(C)C)CC2)c1OC | 5 | -19
77 | Cc1cc(C)nc(NC2=NCCN2)n1 | 11 | -15
78 | C[C@]12CCC3C(CC[C@H]4C[C@@H](O)CC[C@]34C)C1CC[C@@H]2O (stereo partly drawn) | 5 | -3
79 | CCCN1C2CCCC1CC(NC(=O)C1CC1)C2 (stereo not drawn) | 15 | -5
80 | Cc1nc2ccccc2cc1C[N+]12CN3CN(CN(C3)C1)C2 | 50* | 6
81 | COc1cc([C@@H]2c3cc4c(cc3[C@H](OC(C)=O)[C@H]3COC(=O)[C@H]23)OCO4)cc(OC)c1OC | 14 | -14
